Ins promoter up: MIN6 insulin promoter up-regulation | MIN6 insulin promoter-GFP reporter, high-content imaging; stronger effect = higher value | z-score at 5 µM | hit rate 0.3% among 190,000 | AID 1625;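 active = z-score above 3 at 5 µM with at least 500 cells counted in the well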
WT yeast gro inh: growth inhibition of WT yeast, mitochondrial fusion screen; mitochondrial fusion phenotypic screen, WT strain; inhibition, % at 10 µM; hit rate 2.1% among 190,000; AID 1362; in the data active = inhibition above about 58%; tested in S. cerevisiae
XIAP displacement: small molecules displacing peptide from XIAP – biochemical, IAP family, fluorescence polarization (AID 1018). XIAP BIR domain, fluorescence polarization peptide displacement; higher % means a stronger effect. one-dose displacement, % at 20 µM; IC50 in µM for titrated hits. hit rate 0.007% among 200,000; in the data active = displacement above about 50%; also: a part of the inactive calls stands beside numbers as strong as those of hits
Lipid droplet: hepatic lipid droplet formation modulation | hit rate 0.4% among 240,000 | AML12 mouse hepatocytes, oleate lipid droplets, BODIPY imaging | AID 1656 | inhibition, % at 6.5 µM;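 active = lipid droplet intensity inhibited by at least 50%, with more than 500 cells counted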
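Material: mouse AML12 hepatocyte cell line, fixed after treatment; Timing: compound with oleate, overnight; Technique: high-content imaging of BODIPY-stained droplets and DAPI nuclei; Probe or stimulus: oleate, 100 µM final; Dosing: compound at 6.5 µM only.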
MT stabilizer: stabilizes microtubules in HeLa cells | HeLa tubulin immunostaining HCS, 24 h; share of cells brighter than vehicle mean+2SD | % tubulin-high responders, % at 10 µM | hit rate 0.83% among 200,000;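 active = plate Z-score above 3 for both tubulin-high and condensed-nucleus cell shares, with cell loss under 80%, at 10 µM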;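 also: anti alpha tubulin signal scored within the nucleus-defined area of each cell; some results filed as inactive read as strong as hits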
ER stress rescue: rescue of cells from ER stress-induced death, primary screen, 384-well, CSM14.1, thapsigargin, ATP luminescence (AID 1222). CSM14.1 thapsigargin-induced death rescue, ATP luminescence; higher % means a stronger effect. one-dose cellular ATP content (survival), % at 20 µM; EC50 in µM for titrated hits. 190,000 tested, under 10 active;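 active = EC50 below 50 µM in the dose-response confirmation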;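 also: death triggered by thapsigargin at about 15 µM added after 2 h compound pretreatment; cell ATP read after overnight thapsigargin exposure of roughly 18 to 22 hours; normalized against plate controls of thapsigargin alone and 5% DMSO vehicle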
Dynein cargo inh: dynein cargo transport inhibition; 3617.4 mouse cells, GR-EGFP nuclear translocation imaging; test concentration mostly 20 µM; stimulated with dexamethasone, 1 µM; stronger effect = lower value; z-score, hits read low; hit rate 0.47% among 220,000; AID 1381;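 active = plate z-score of nuclear minus cytoplasmic receptor signal below a set negative limit, without overly bright fluorescence or cell loss, cut at about -3.5 in these data, passing the limit was not always enough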;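 also: z-score of nuclear minus cytoplasmic ring GR-EGFP intensity difference per well; some compounds called inactive have numbers as strong as hits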
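Also added: dexamethasone, 1.0 µM final. Medium: tet-free, stripped-serum medium. Detection: fixed, Hoechst-stained cells imaged at 10x for EGFP. Read-out: nuclear-to-cytoplasmic GR-EGFP distribution per well. Times: induction 48 h, compound 1 h, agonist 30 min.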
bCat nuc transl: beta-catenin nuclear translocation modulation | HeLa beta-catenin nuclear translocation, immunofluorescence imaging | nuclear translocation activity, % at 5 µM | hit rate 0.3% among 190,000 | AID 1665;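 active = nuclear translocation activity above 50% at 5 µM, with a well cell count of 50 or more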;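 also: per-cell ratio of nuclear to cytoplasmic median beta-catenin stain intensity; plate controls were DMSO negative control for no effect and GSK-3 inhibitor IX positive control for full effect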
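Technique: fluorescence imaging of beta-catenin antibody stain plus DAPI / Material: human HeLa cell line / Incubation: compound treatment 24 h, 37°C, 5% CO2 / Read-out basis: % activation of per-cell nuclear versus cytoplasmic median beta-catenin signal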
Autophagy mod: modulators of autophagy. MEF GFP-LC3 puncta imaging; test concentration mostly 10 µM. calls only at 10 µM (by protocol). hit rate 0.98% among 190,000. AID 463193;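 active = percentage of spot-positive cells more than 3 SD above its plate mean, without a fluorescence outlier flag or 80% toxicity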;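 also: spot-positive cell cutoff set from DMSO-treated cells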
WT yeast gro inh mutant strain: further read-out of WT yeast gro inh, marked with its call; inhibition, %; mitochondrial fusion phenotypic screen, mutant strain inhibition
Dynein cargo inh cytoplasmic EGFP: recorded beside Dynein cargo inh, whose call it bears; z-score; measured here: cytoplasmic GR-EGFP intensity; stronger effect = higher value
Dynein cargo inh nuclear GR-EGFP: also measured in Dynein cargo inh; calls as there; z-score; measured here: nuclear GR-EGFP intensity;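 lower value marks the stronger effect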
Dynein cargo inh cell count: further read-out of Dynein cargo inh, marked with its call; z-score; measured here: cell count per field
Ins promoter up cell count: further read-out of Ins promoter up, marked with its call; cell count; measured here: cytotoxicity, nuclei count;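 total cells summed across four imaged fields per well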
Lipid droplet cells 6.5 µM: also measured in Lipid droplet; calls as there; cell count; measured here: cell count, cytotoxicity flag;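 cells counted across two imaged fields per well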
bCat nuc transl cell count 5 µM: also measured in bCat nuc transl; calls as there; cell count; measured here: cell count, cytotoxicity flag
MT stabilizer Hoechst-high %: second read-out of MT stabilizer, no call of its own (marks repeat the call); % Hoechst-high responders; measured here: nuclear condensation Hoechst responders;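 share of cells brighter than vehicle mean plus two SD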
MT stabilizer cytotoxicity %: also measured in MT stabilizer; calls as there; toxicity, %; measured here: cytotoxicity by cell density;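 0% = mean cell density of plate MIN control wells and 100% = no cells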
Autophagy mod cell loss 18 h: recorded beside Autophagy mod, whose call it bears; toxicity, %; measured here: cell loss, nuclei count;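 cell loss after 18 h compound exposure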
The depositor's hits bear a star; i = inactive; nt = no result given.

SMILES	Ins promoter up	Ins promoter up cell count	WT yeast gro inh	WT yeast gro inh mutant strain	XIAP displacement	Lipid droplet	Lipid droplet cells 6.5 µM	MT stabilizer	MT stabilizer Hoechst-high %	MT stabilizer cytotoxicity %	ER stress rescue	Dynein cargo inh	Dynein cargo inh cytoplasmic EGFP	Dynein cargo inh nuclear GR-EGFP	Dynein cargo inh cell count	bCat nuc transl	bCat nuc transl cell count 5 µM	Autophagy mod	Autophagy mod cell loss 18 h
N=c1nc(-c2ccccc2)ccn1O	0.64	1503	nt	nt	-6.0%	nt	nt	5.0	3.6	9.9	-0.6%	-0.567	-0.309	-0.146	0.636	-1.4	1418	i	8.0
COc1cccc(-c2nc(NC(C)C)c3ccccc3n2)c1O	-0.83	1332	55.6	58.8	-6.7%	nt	nt	2.0	4.2	9.3	-0.5%	0.547	-0.0313	0.667	-0.575	4.7	1328	i	4.7
Cn1c(SCCOc2ccccc2F)nc2ccccc2c1=O	0.91	1234	6.5	12.8	-12.0%	-1.8	689	6.6	2.3	5.4	0.4%	-0.442	-0.307	0.0254	0.268	1.2	1068	i	0.4
Cn1c(=O)c2cc(S(=O)(=O)NCCC(=O)NCC3CCCO3)ccc2n(C)c1=O (stereo not drawn)	0.67	1369	1.0	6.5	-2.4%	nt	nt	6.4	4.6	3.1	-1.1%	-0.152	-0.333	-0.144	0.19	-2.2	1419	i	1.6
CCOCCCNC(=O)CCc1ccc(S(=O)(=O)Nc2ccc(C)cc2)cc1	-0.36	1601	1.7	-18.2	-3.5%	-5.7	659	1.9	1.5	3.8	0.8%	1.51	-0.285	0.531	-0.435	-2.2	1096	i	26.1
CCc1nnc(NC(=O)[C@@H](NC(=O)c2cccc(S(=O)(=O)N(CC)CC)c2)C(C)C)s1	nt	nt	0.2	-13.8	-10.5%	1.0	830	1.6	1.4	3.3	2.3%	0.0808	-0.206	0.497	0.588	-1.8	1054	i	1.0
COc1ccc(C(CCc2ccc(C)o2)NC(=O)Nc2ccc(OC)cc2OC)cc1 (stereo not drawn)	-0.92	1069	21.0	5.0	-5.9%	nt	nt	6.4	6.4	10.2	-1.8%	0.334	-0.28	0.21	-0.626	0.8	1403	i	0.9
COc1ccc(CCN2C(=NC(=O)CCC(=O)O)SC3CS(=O)(=O)CC32)cc1 (stereo not drawn)	nt	nt	-3.4	-10.5	-6.2%	nt	nt	4.6	1.6	1.1	0.7%	1.16	0.0489	0.941	-1.28	nt	nt	i	-0.4
CCOc1ccc(-c2nc(CSCC(=O)N3CCN(c4cccc(OC)c4)CC3)c(C)o2)cc1	0.36	853	2.8	-5.6	1.2%	nt	nt	9.8	1.5	2.5	5.1%	-0.584	-0.155	-0.16	-0.0409	nt	nt	i	10.0
O=C(NC1CC1)C1=C[C@@H](c2ccc(Br)cc2)C[C@@H](OCCCCO)O1	0.27	1492	5.6	0.2	-4.5%	6.9	727	5.4	1.2	6.1	-0.5%	-0.354	-0.298	0.0869	0.414	1.1	1113	i	-4.6
CCNC(=O)CSc1nc2ccccc2c(=O)n1-c1cccc(OC)c1	-1.17	1227	-1.7	14.9	-2.5%	-12.2	671	4.7	2.8	0.3	-0.2%	0.384	-0.306	0.57	-0.158	-0.6	1061	i	-0.7
O=C(c1ccccc1[N+](=O)[O-])n1cnc2ccccc21	-0.05	1410	-20.8	-12.9	-0.7%	-0.8	721	3.9	2.1	6.9	-0.2%	0.186	-0.264	-0.235	-0.359	-0.2	1504	i	-5.8
Cc1c(NC2=CC(=O)CC(C)(C)C2)ccc([N+](=O)[O-])c1C	nt	nt	18.4	26.6	-3.1%	-24.1	530	2.9	2.8	2.6	-4.2%	-0.468	-0.217	-0.29	0.143	0.3	1000	i	-1.1
COc1ccc(OC)c(NC(=O)C2C3CC4OC(=O)C2C4C3)c1 (stereo not drawn)	0.42	1186	-8.9	-7.2	-3.7%	-11.8	743	3.1	2.3	10.1	0.1%	-0.0992	-0.235	-0.0186	-0.528	-1.2	1174	i	1.1
Cc1nnc(SCC(=O)N2CCC(Cc3ccccc3)CC2)n(N)c1=O	-0.19	1937	-21.5	7.0	-6.5%	6.1	646	3.5	1.8	6.4	-0.4%	0.112	-0.246	-0.0429	0.358	2.4	1002	i	-1.6
O=c1cc(-c2ccccc2Cl)oc2c([N+](=O)[O-])c(O)cc(O)c12	2.85	767	24.4	4.0	-5.0%	30.3	721	3.4	2.7	2.7	-2.1%	0.756	-0.278	0.663	0.305	5.1	533	i	-3.0
CC(=O)c1ccc(C(=O)N(CCN(C)C)c2nc3c(Cl)cccc3s2)cc1	0.66	1284	-6.5	5.1	-1.9%	3.5	703	1.4	1.6	7.3	0.9%	-0.077	-0.246	-0.0572	0.444	1.0	1087	i	-39.0
CCOc1ccc(NC(=O)CN2C(=O)C(C)SC(C)C2=O)cc1 (stereo not drawn)	0.62	1296	-11.9	3.9	-5.4%	4.2	677	3.5	2.5	5.7	1.2%	1	-0.26	0.901	-0.445	-2.6	1066	i	9.7
O=C(Cc1cccs1)N/N=C/C=C/c1ccccc1	-0.12	1434	-5.2	15.8	-0.9%	-1.5	689	1.9	1.5	4.3	-2.8%	0.163	-0.218	0.0666	-0.244	-0.7	1094	i	7.3
COC(=O)c1sc(-c2ccc(C(C)(C)C)cc2)cc1NC(=O)COCC(=O)O	-0.36	1099	nt	nt	nt	13.1	667	nt	nt	nt	nt	-0.511	-0.204	0.152	0.416	39.2	815	nt	nt
CC(=O)Nc1ccccc1C(=O)C(=O)Nc1cccc(C(=O)NCc2ccccc2)c1	-0.21	1391	6.0	-5.7	-1.8%	11.1	712	1.6	2.3	8.5	0.5%	0.542	-0.234	0.623	-0.649	0.4	1108	i	-3.1
CN(Cc1c(C(=O)N(C)Cc2ccccc2)nc2ccccn12)CC1Cc2ccccc2O1 (stereo not drawn)	-0.71	1469	18.3	3.8	-15.2%	-20.1	705	3.0	2.1	6.6	2.5%	-0.92	-0.276	-0.266	0.257	-2.4	984	i	-22.3
O=C(Nc1ccccc1)OC1CC2CC1C1CCCC21 (stereo not drawn)	-0.23	1512	80.4*	38.8*	-7.7%	-5.1	679	2.9	1.6	7.6	-2.0%	0.0318	-0.29	-0.186	0.864	-5.0	945	i	15.1
Cn1c(SCC(=O)N2CCN(C(=O)c3ccco3)CC2)nnc1-c1ccc(NS(C)(=O)=O)cc1	nt	nt	-16.8	-3.4	2.0%	-4.8	686	1.9	1.8	3.9	1.7%	-0.482	-0.319	-0.0864	0.924	1.9	975	i	-6.7
CCOC(=O)C1CCCN(C(=O)c2ccccc2NC(C)=O)C1 (stereo not drawn)	0.17	1126	-1.3	0.1	0.8%	7.6	639	2.1	1.6	9.4	nt	-0.261	-0.253	0.139	0.333	-1.3	1075	i	-0.6
O=C(CSc1ccccc1C(=O)NCc1ccccc1)NC12CC3CC(CC(C3)C1)C2	-0.62	1503	30.5	14.4	-1.1%	4.3	661	5.2	2.3	6.7	-0.5%	-0.298	-0.236	-0.095	0.935	-0.4	1029	i	27.4
CCN(C#N)c1nc(NC(C)C)nc(NC(C)(C)C)n1	-0.5	1628	-7.7	4.2	-3.2%	25.7	778	2.3	2.0	7.8	3.3%	-0.0575	-0.304	0.207	0.791	-0.2	937	i	11.3
COC(=O)CSc1nnc(-c2sc3ccccc3c2Cl)o1	0.09	1275	7.5	-2.4	-1.0%	nt	nt	2.2	1.3	8.7	-2.0%	0.27	0.14	0.937	-0.086	1.3	1465	i	22.0
CCOC(=O)c1sc(NC(=O)CSc2n[nH]c(-c3ccncc3)n2)c(C#N)c1C	nt	nt	-1.4	-3.0	-14.8%	10.2	778	1.5	1.5	6.2	4.9%	-0.289	-0.226	-0.0535	0.691	3.0	982	i	-3.5
CN(C)S(=O)(=O)c1ccc(N2CCCC2)c(C(=O)N2CCN(c3ccc([N+](=O)[O-])cc3)CC2)c1	-0.17	1211	-11.3	-17.8	-7.3%	-2.3	683	2.6	1.5	4.9	1.0%	1.16	-0.297	0.456	-0.306	-0.5	1154	i	2.6
CCN1c2ccccc2NC2N=C(OC)C(c3ccccc3)C21 (stereo not drawn)	-1.03	753	14.6	9.6	-5.2%	-18.4	729	12.0	1.6	18.8	-6.5%	-0.755	0.103	0.00475	0.222	-4.7	1092	i	0.7
CC(=O)C1=C(C)NC(SCC(=O)c2ccc(Cl)cc2Cl)=C(C#N)C1c1ccco1 (stereo not drawn)	-1.07	1086	50.3	33.2	-24.3%	nt	nt	5.4	1.4	0.5	7.8%	-0.149	0.684	0.504	-0.551	-1.1	914	i	15.1
O=C(c1ccco1)N1CCN(C(=O)c2[nH]ncc2[N+](=O)[O-])CC1	0.15	1278	-6.1	-13.1	-3.5%	1.9	634	2.6	4.5	13.4	-2.7%	1.46	-0.241	0.764	-1.11	nt	nt	i	3.5
CCCCSc1cc(C)nc(N)n1	0	1036	nt	nt	nt	-13.0	627	nt	nt	nt	nt	0.862	-0.284	-0.00152	-0.221	-0.6	1355	nt	nt

High-throughput results from PubChem.
